Source: PubChem BioAssay (The Scripps Research Institute Molecular Screening Center)
GPR151 activ = activators of human GPR151, primary screen, cell-based, PathHunter beta-arrestin, luminescence; activation, % at 11.2 µM; PathHunter beta-arrestin GPR151 cells; AID 1508602, 2020; hit rate 1% among 650,000; in the data active = activation above about 4.9%;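 note: 0% = median of compound wells and 100% = cells with positive control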
MITF primary = MITF inhibitors, primary screen, biochemical, AlphaScreen, human; inhibition, % at 2.6 µM; hit rate 0.91% among 650,000; AlphaScreen MITF homodimerization, bead proximity signal; in the data active = inhibition above about 50%;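 note: 0% = vehicle wells with protein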
FBW7 act = FBW7 E3 ligase activators, primary screen, biochemical, AlphaScreen, human | AlphaScreen FBW7–phospho-cyclin E peptide binding, activator screen | hit rate 0.13% among 650,000 | normalized activity (activation), % at 26.1 µM | F-box/WD repeat-containing protein 7 (Homo sapiens), Q969H0; in the data active = normalized activity above about 1.9%;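 note: purified mutant Fbw7 with reduced substrate affinity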
Target sequence (Q969H0 whole entry, looked up): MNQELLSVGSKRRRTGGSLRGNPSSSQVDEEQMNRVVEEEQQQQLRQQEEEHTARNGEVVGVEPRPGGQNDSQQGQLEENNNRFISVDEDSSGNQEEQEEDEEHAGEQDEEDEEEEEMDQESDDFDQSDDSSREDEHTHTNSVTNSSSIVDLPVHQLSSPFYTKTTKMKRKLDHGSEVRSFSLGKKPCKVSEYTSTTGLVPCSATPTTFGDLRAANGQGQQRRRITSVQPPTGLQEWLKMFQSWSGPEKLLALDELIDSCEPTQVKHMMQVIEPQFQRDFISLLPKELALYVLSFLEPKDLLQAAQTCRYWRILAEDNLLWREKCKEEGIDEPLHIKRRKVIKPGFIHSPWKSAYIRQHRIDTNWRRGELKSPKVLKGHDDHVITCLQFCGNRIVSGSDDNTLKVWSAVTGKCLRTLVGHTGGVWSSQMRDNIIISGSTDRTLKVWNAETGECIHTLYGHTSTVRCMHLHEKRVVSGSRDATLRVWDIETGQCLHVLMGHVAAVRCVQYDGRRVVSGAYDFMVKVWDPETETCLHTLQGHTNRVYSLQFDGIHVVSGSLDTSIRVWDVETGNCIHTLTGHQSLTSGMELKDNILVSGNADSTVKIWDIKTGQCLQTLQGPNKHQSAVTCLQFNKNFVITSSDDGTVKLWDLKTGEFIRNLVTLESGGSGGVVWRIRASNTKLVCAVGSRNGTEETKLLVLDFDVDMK
TEAD-YAP block = TEAD-YAP interaction inhibition, primary screen, TEAD-YAP interaction inhibitor project, luminescence, HEK-TIYL cells. hit rate 1.4% among 640,000. AID 1259422, 2018. TEAD-Gal4/YAP UAS-luciferase luminescence. inhibition, % at 9.12 µM; in the data active = inhibition above about 32%;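 note: 0% = median of test compound wells and 100% = reference inhibitor wells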
Numbers without * were called inactive; / = not tested or not shown; & = joins results of further samples.

SMILES	GPR151 activ	MITF primary	FBW7 act	TEAD-YAP block
CCNC(=S)NCCSc1ccc(C)cc1	-0.1	-2	0.0	-1
O=C(CNC(=O)COc1ccccc1)NCc1ccccn1	-1.7	8	0.1	5
COc1cc(Br)ccc1OCC(=O)N/N=C/c1cccc(Br)c1	-0.3	-10	0.1	-9
O=C(Nc1nc(-c2nc3ccccc3s2)cs1)c1ccc(S(=O)(=O)N2CCCC2)cc1	1.6	-2	-0.1	-6
CCCCNC(=O)CSc1nc2ccccc2c(=O)n1Cc1ccc2c(c1)OCO2	1.1	-6	-0.1	5
Cc1sc(NC(=O)CCl)nc1-c1ccc(F)cc1	-1.1	-8	0.0	0
CN1CCCN(c2ccc(C(N)=O)cc2[N+](=O)[O-])CC1	-0.9	-9	0.3	-3
Cc1cccc(C(=O)Nn2c(-c3ccc(F)cc3)nc3ccccc3c2=O)c1	1.3	7	0.0	9
CC(C)(C)n1[nH]c2c3c(ccc2c1=O)C(=O)c1ccccc1C3=O	-0.5	13	0.3	5
Cc1cccc(Nc2nc3nonc3nc2N2CCC(C)CC2)c1C	3.1	-15	-0.1	18
CCN(CC)S(=O)(=O)c1c(C)nn(C(=O)COc2ccc(C)cc2)c1C	3.1	-3	0.1	0
COc1ccc(N/C=C(\C#N)C(N)=O)cc1	-0.4	-4	0.0	-3
O=S1(=O)CCC(NC(=S)N/N=C/c2cccc3ccccc23)C1 (stereo unspecified)	-1.0	-2	0.6	8
Cc1ccc(NC(=O)CSc2nc3ccccc3c(=O)n2CCCN2CCCCC2)cc1C	-0.3	-4	0.0	4
CCCCC(=O)Nc1sc2c(c1C#N)CC(C)(C)OC2	-0.1	-10	0.8	-22
CC(Cc1ccc2c(c1)OCO2)CN1CCOc2ccc(CN3CCOCC3)cc2C1 (stereo unspecified)	-1.0	-2	-0.2	0
CCOC(=O)c1cnn2c(C(F)(F)F)cc(-c3ccc(C)cc3)nc12	2.1	7	-0.1	12
CCCCOC(=O)C1=C(C)NC2=C(C(=O)CCC2)C1c1ccccc1[N+](=O)[O-] (stereo unspecified)	0.9&1.6	1&-12	-0.1&0.0	10&22
O=C1CCCC2=C1C(c1cccc(OCc3ccccc3)c1)n1ncnc1N2 (stereo unspecified)	-0.4	3	-0.2	-3
COCCOC(=O)C1=C(C)NC2=C(C(=O)CC(c3ccc(OC)c(OC)c3)C2)C1c1ccc(Cl)cc1Cl (stereo unspecified)	-0.8	-3	0.2	5
Cc1ccc2c(c1)N(C(=O)N1CCC(C(=O)NC3CCCC3)CC1)CC(C)O2 (stereo unspecified)	-2.0	2	0.0	0
CC(C)(C)SCCNC(=O)/C=C/c1ccc(F)cc1	0.4	9	-0.1	-32
CC1CN(C(=O)c2cn3ccccc3n2)CC(C)O1 (stereo unspecified)	-0.9	7	0.3	4
COc1ccc2nc(C3CCN(Cc4cccc5cccnc45)CC3)[nH]c2c1	1.8	8	0.4	0
CCOC(=O)N1CCN(C(=O)C2CC23CCN(Cc2cccc(OC)c2OC)CC3)CC1 (stereo unspecified)	0.2	14	0.0	3
COc1ccc(OCC(=O)NC(CC(=O)O)c2ccc(C(C)(C)C)cc2)cc1 (stereo unspecified)	-0.4	-6	0.0	12
N#Cc1c(NC(=O)c2cc3nc(-c4cccs4)cc(C(F)(F)F)n3n2)sc2c1CCCCC2	-1.6	6	-0.1	-10
O=C(CCNC(=O)Nc1cccc(Cl)c1)NCCOCc1ccccc1	3.6	10	0.9	15
Cc1nc(NCCc2ccccc2)cc(-c2cncc(Br)c2)n1	4.4	-11	0.2	-57
CCOC(=O)N1CCC(NC(=O)c2ccc(N3CC4CC(C3)c3cccc(=O)n3C4)c(NC(=O)CCN3CCOCC3)c2)CC1 (stereo unspecified)	0.0	-7	-0.1	-14
CCOC(=O)c1nc(Nc2ccc(OC(C)C)cc2)c2ccccc2n1	8.8*	7	-0.1	5
COC(=O)c1ccc2c(=O)n(CCc3ccc(S(N)(=O)=O)cc3)c(SCC(=O)N3CCN(c4ccccc4OC)CC3)nc2c1	-1.2	1	-0.1	2
CC(C)C1N=C2c3ccccc3N=C(SCC(=O)NCCc3ccccc3)N2C1=O (stereo unspecified)	5.8*	-1	0.0	-6
COC(=O)c1ccc(Oc2nc(C)cc(OC)n2)cc1	0.0	13	0.4	-4
COc1cccc(C(=O)Nc2nnc(COc3ccc(Cl)cc3)s2)c1	0.3	-1	-0.1	-9
O=C1CS/C(=N/CNc2ccccc2[N+](=O)[O-])N1CNc1ccccc1[N+](=O)[O-]	0.3	7	-0.1	-3
CC(C)CN(CC(C)C)S(=O)(=O)N1CCC(C(=O)NC(C)C)CC1	-0.9	-6	1.0	-4
Cc1cc(S(=O)(=O)NCCCN2CCOCC2)ccc1Cl	1.4	2	-0.1	1
CC(C)(CO)Nc1nc(Cl)nc(NCc2ccccc2)n1	2.4	22	0.5	3
Cc1ccc(NC(=O)CSc2n[nH]c(-c3cccc([N+](=O)[O-])c3)n2)c(C)c1	-1.9	-8	0.0	20
CC(C)c1ccc(N(C(=O)c2snc(C(N)=O)c2N)C(C)C(=O)NC2CCCC2)cc1 (stereo unspecified)	-0.5	19	0.1	-1
Cc1ccc2nc(NC(=O)c3cccc(N4C(=O)CCC4=O)c3)sc2c1	-0.6	-8	-0.1	15
C=CCN(c1ccccc1)S(=O)(=O)c1ccc2c(c1)SC(C)CN2C(C)=O (stereo unspecified)	-0.6	-10	-0.2	-2
N#Cc1cc2cc3c(cc2nc1NCCCNC(=O)COc1ccccc1)OCO3	-0.5	-4	0.1	-15
CSc1ccc(C(Nc2ccccn2)c2ccc3ccc(C)nc3c2O)cc1 (stereo unspecified)	0.1	1	-0.2	21
O=C(NC1CCCCCCC1)C(Cl)Cl	-0.4	-7	0.0	8
COCCn1c(=O)[nH]c2cc(C(=O)N3CCN(c4ccc(Cl)cc4)CC3)ccc2c1=O	0.4	3	0.0	26
CCOc1ncccc1C(=O)OCC(=O)NC1CCCCCCC1	-0.5	4	0.1	12
COc1ccc(S(=O)(=O)Nc2ccccc2F)c2ccccc12	-0.4	0	-0.1	-9
CCOc1ccc(C2C3=C(CC(C)(C)CC3=O)Nc3ccc4ncccc4c32)cc1 (stereo unspecified)	-1.1	4	-0.1	12
COc1ccc2cc(CCNC(=O)c3ccc4c(c3)OCO4)c(=O)[nH]c2c1	0.8	-9	0.3	7
O=C(CO)N/N=C/c1cccc(Br)c1	-0.6	11	0.5	1
N#Cc1cc2c(nc1SCC(=O)Nc1ccccc1F)CCC2	-1.7	0	0.0	-71
CC(NC(=O)c1ccc(OC2CCN(Cc3ccccn3)CC2)cc1)c1nccs1 (stereo unspecified)	2.1	0	-0.1	8
O=C(NCCc1cccs1)C1CCN(c2nc3ccccc3[nH]c2=O)CC1	-0.7	6	0.0	-5
COc1cc(OC)c(CN2CCN(CC(C)(C)C)C(CCO)C2)c(OC)c1 (stereo unspecified)	-0.5	0	0.1	4
Cc1nc2c(c(=O)[nH]1)CCN(CC1CCC=CO1)C2 (stereo unspecified)	0.9	6	0.0	4
CCCN1CCN(S(=O)(=O)c2cc3c(cc2Cl)NC(=O)CO3)CC1	0.2	11	0.2	5
CCN(CC)c1ccc(/C=N/NC(=O)c2ccccn2)cc1	-0.8	32	0.1	-41
O=C1C2C3CCC(C3)C2C(=O)N1c1ccc(F)c([N+](=O)[O-])c1 (stereo unspecified)	0.0	5	-0.2	-10

4 entries from above, as labelled records.
SMILES: CCCCNC(=O)CSc1nc2ccccc2c(=O)n1Cc1ccc2c(c1)OCO2
- GPR151 activ = 1.1
- MITF primary = -6
- FBW7 act = -0.1
- TEAD-YAP block = 5

SMILES: CC(NC(=O)c1ccc(OC2CCN(Cc3ccccn3)CC2)cc1)c1nccs1 (stereo unspecified)
- GPR151 activ = 2.1
- MITF primary = 0
- FBW7 act = -0.1
- TEAD-YAP block = 8

SMILES: CC(C)C1N=C2c3ccccc3N=C(SCC(=O)NCCc3ccccc3)N2C1=O (stereo unspecified)
- GPR151 activ = 5.8*
- MITF primary = -1
- FBW7 act = 0.0
- TEAD-YAP block = -6

SMILES: O=C(NCCc1cccs1)C1CCN(c2nc3ccccc3[nH]c2=O)CC1
- GPR151 activ = -0.7
- MITF primary = 6
- FBW7 act = 0.0
- TEAD-YAP block = -5

(cont.)
SMILES	GPR151 activ	MITF primary	FBW7 act	TEAD-YAP block
COc1cccc(/C=C(\C#N)c2nc3ccccc3[nH]2)c1O	0.2	-12	0.3	-49
CC1=C(c2ccc(C)cc2)S(=O)(=O)N=C1N1CCC(C)CC1	0.9	17	0.3	-63
COCCCNC(=O)/C(C#N)=C/c1cc(C)n(-c2ccc(C)cc2)c1C	-0.3	10	-0.3	5
CC(C)n1cnc2c(NCCN3CCOCC3)nc(N3CCc4ccccc4C3)nc21	-0.5	5	0.0	-8
COc1cc(C)ccc1OCCCOc1ccccc1C=O	-3.2	10	0.2	-47
CC(C)n1c(Nc2nc3ccccc3n2C)nc2c(NCc3nc4ccccc4[nH]3)ncnc21	4.0	14	-0.1	15
Cc1ccc(CCNS(=O)(=O)c2ccc3c(c2)CCN3C(=O)CCC(=O)O)cc1	-0.7	2	-0.1	-8
Cc1ccc(NCCNC(=O)Nc2ccccc2F)nn1	-1.6	-2	0.5	0
O=C(Nc1cc([N+](=O)[O-])cc2oc(-c3ccccc3)cc12)c1ccccc1F	-0.7	-1	-0.1	-7
O=C(Nc1ccc(Br)cc1)C1C(c2ccccc2)=C1c1ccccc1	-1.5	0	-0.1	2
O=C(Nc1sc2c(c1C(=O)NCc1ccco1)CCC2)c1ccc(Cl)c([N+](=O)[O-])c1	-0.4	-13	-0.1	-12
COc1ccccc1C(=O)N/N=C(\C)CC(=O)Nc1ccc(Cl)c(C(F)(F)F)c1	0.1	-1	0.1	-17
O=C(COc1ccc(Cl)cc1Cl)NC(c1ccccc1)c1c(O)ccc2ccccc12 (stereo unspecified)	0.4	8	-0.1	10
O=C(CC1CCCCC1)N(c1ccccc1)C1C=CS(=O)(=O)C1 (stereo unspecified)	-0.1	-1	0.2	3
CCCc1cc(=O)[nH]c(Nc2ccc(F)cc2)n1	0.9	7	-0.2	2
COc1ccc(NC(=O)CNC(=O)Cn2cnc3ccccc3c2=O)cc1OC	0.4	-1	-0.1	-9
CCOC(=O)C1=C(CC)OC(N)=C(C#N)C1c1ccccc1OC (stereo unspecified)	0.0	27	0.3	-2
Cc1[nH]nc2c1C(c1ccc(C(F)(F)F)cc1)C(C#N)=C(N)O2 (stereo unspecified)	0.6	-1	-0.1	-7
Cc1ccc(CN2C(=O)CSc3ccc(C(=O)NCCCOC(C)C)cc32)cc1	-2.0	-1	-0.1	-1
COc1cccc(-c2cc3c([N+](=O)[O-])cc([N+](=O)[O-])cc3[nH]2)c1OC	-0.7	24	0.8	-1
CCOC(=O)CC1(C)SC(NC(C)=O)=NN1C(C)=O (stereo unspecified)	0.8	-1	0.0	15
C/C(=C\c1ccco1)CN1CCc2nnc(CCNC(=O)C3CCCCC3)n2CC1	0.7	-1	0.2	11
Cc1ccc(-c2c(C)c(-c3ccccc3)nc(N)c2C#N)o1	-1.3	16	0.7	-16
Cc1sc2nc(SCc3ccccc3)[nH]c(=O)c2c1C	-0.6&-1.3	-4&7	0.0&0.0	6&-4
CCn1c(C)nc2cc(C(=O)N/N=C/c3ccc(Cl)c([N+](=O)[O-])c3)ccc21	-0.7	-2	0.1	-3
Cn1c(=O)n(C)c2cc(S(=O)(=O)Nc3ccc(O)cc3)ccc21	0.6	-3	-0.2	1
COc1ccc(-n2c(SC(C)C)nnc2-c2c[nH]c3ccccc23)cc1	-1.0	-13	0.0	0
COc1cc(OC)c(-c2nc(-c3cccc(C(F)(F)F)c3)c(-c3ccccc3)[nH]2)cc1OC	1.3	-9	0.2	2
COc1cc(OC)cc(C(=O)Nc2cc(C(=O)Nc3cc(OC)c(OC)c(OC)c3)ccc2N2CC3CC(C2)c2cccc(=O)n2C3)c1 (stereo unspecified)	1.0	-3	-0.2	-2
CCCCc1ccc(C(=O)Nn2c(-c3ccc(F)cc3)nc3ccccc3c2=O)cc1	-0.1	-3	0.1	-6
CCOC(=O)COc1ccc2c3c(c(=O)oc2c1)CCC3	1.2	-11	0.0	6
CCCCc1cc(=O)oc2c(C)c(OCC(=O)OC)ccc12	0.0	22	1.0	4
CC12C=CC(=O)C=C1CC[C@@H]1[C@@H]2C(=O)CC2(C)[C@H]1CC[C@]2(O)C(=O)CO (stereo partly specified)	0.2	4	-0.1	/
CC1=C(C(=O)N2CCCCC2)C(c2ccc(O)cc2)C2=C(CC(C)(C)CC2=O)N1 (stereo unspecified)	0.4	-14	-0.2	-4
CCCCNS(=O)(=O)c1ccc(OCC(=O)NCc2cccnc2)cc1	4.0	-3	-0.1	7
